pAkt inh – blocks phosphorylation of Akt; Neuro2A IGF-stimulated pAkt S473 HTRF, 20 min; hits give low values; activity change, % for hits at 50 µM; 360,000 compounds, 0.32% hits; AID 651550; in the data active = activity change below about -80%; inconclusive = mostly about -51% to -80%; also: % is scaled to controls: 0 for no effect and ±100 for the full control effect
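Single-point screen (50 µM final compound) in Neuro2A cells stimulated 20 min with 6 nM IGF at 37 deg C. After lysis, Ser473-phosphorylated Akt read by HTRF (ex 330 nm, em 615/665 nm) as the 665/615 ratio.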
Nrf2 inh – inhibitors of Nrf2 signaling; A549 ARE-Fluc reporter, luciferase luminescence, 18-24 h; Potency, µM (titrated, usually from 46 µM), for inactives: at the top dose activity change, negative = inhibition, hits mostly inhibitors; 360,000 compounds, 2.1% hits; also: potency is read from the fitted curve at half-maximal effect; % is scaled to controls: 0 for no effect and ±100 for the full control effect; nearly all actives have a fitted effect of over 60% in size
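Cells were seeded and rested 2 h, then exposed to compounds for 18-24 h. CellTiter-Fluor was read first as a viability measure. BugLite was added 15 min before the final luminescent read of ARE-luciferase activity in A549 cells.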
Nrf2 activator – activators of Nrf2 (ARE) signaling; 410,000 compounds, 0.31% hits; AREc32 ARE-luciferase reporter (MCF7-derived line), luminescence, 24 h; AID 624171; Potency, µM (series often up to 46.1 µM), for the others: at the top dose activation, hits mostly activators; also: potency is read from the fitted curve at half-maximal effect; % of control where 0% means no effect; nearly all actives have a fitted effect of over 65% in size
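Luciferase luminescence (Steady-Glo, 30 min at room temperature) served as the read-out of ARE activation in AREc32 cells treated with compounds for 24 hr at 37 deg C.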
Abeta rescue – A-beta toxicity reversal in yeast. yeast expressing A-beta42, growth rescue, OD600, 48 h; response scale: 0% DMSO, 100% iron-clioquinol control. Potency, µM (series often up to 46.1 µM), for the others: at the highest dose growth rescue, hits mostly activators. 410,000 compounds, 0.063% hits; also: potency is read from the fitted curve at half-maximal effect; nearly all actives have a fitted effect of over 55% in size
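Growth rescue measured by 600 nm absorbance after 48 h yeast culture at 30 C with compound. Values normalized between DMSO and an equimolar ferric chloride plus clioquinol control.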
TGFb inhibitor – inhibitors of TGF-b signaling | HepG2 CAGA-GFP TGF-b/SMAD3 reporter, GFP fluorescence, 18 h; TGF-beta stimulated, 500 pg/mL final | AID 588855 | 410,000 compounds, 1.2% hits | Potency, µM (highest dose often 46.1 µM), for inactives: at the highest dose activity, negative = inhibition, actives largely listed as inhibitors; also: potency is read from the fitted curve at half-maximal effect; % is scaled to controls: 0 for no effect and ±100 for the full control effect; nearly all actives have a fitted effect of over 65% in size
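First, reporter cells (HEPG2 CAGA-GFP) rested 2 h at 37 degrees C. Next, compounds were pinned in and TGF-beta added to 500 pg/mL final. After 18 h, GFP was imaged per cell and summed per well.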
MmCpn inh – M. maripaludis TRiC chaperonin inhibition; purified Mm-Cpn ATPase, ADP Transcreener TR-FRET; Potency, µM (top dose mostly 76.9 µM), without a hit: at the top dose activity, negative = inhibition, hits mostly inhibitors; 330,000 compounds, 0.031% hits; also: potency is read from the fitted curve at half-maximal effect; % is scaled to controls: 0 for no effect and ±100 for the full control effect; nearly all actives have a fitted effect of over 80% in size
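Reaction buffer contained 30 mM Tris pH 7.4, 100 mM KCl, 5 mM MgCl2 and 1 mM DTT. Mm-CPN (25 nM final) hydrolysed 10 uM ATP over 30 min at 37°C; ADP was read by HTRF.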
HepG2 tox – counter-screen for TGF-b inhibitors: cytotoxicity in HepG2 cells; 410,000 compounds, 0.76% hits; Potency, µM (titrated, usually from 46.1 µM), for the others: top-dose activity change, negative = cytotoxicity, actives largely listed as cytotoxic; HepG2 CAGA-GFP viability, ATP luminescence, 18 h; also: potency is read from the fitted curve at half-maximal effect; some results filed as inactive show a strong effect at the top dose
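HepG2 CAGA-GFP cells (1000/well, DMEM with 1% FBS) received compound, then TGF-beta at 500 pg/mL final, and were incubated 18 hours at 37 degrees C. Viability was read by CellTiter-Glo luminescence. Media-only wells were set as complete cell-killing and DMSO as no toxicity.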
CCT modulator – cytosolic chaperonin activity modulation. purified chaperonin ATPase assay, HTRF ADP detection, 30 min. activity change, % (test concentration not listed), hits read low. 360,000 compounds, 0.3% hits; in the data active = activity change below about -30%; also: % is scaled to controls: 0 for no effect and ±100 for the full control effect
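First, chaperonin was dispensed at 40 nM or 20 nM final depending on batch activity. Next, compounds were pinned at 76 uM and ATP added at 10 uM. After 30 min at 37 °C, ADP detection reagents ran 30 min at ambient temperature.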
A549 viability – A549 cytotoxicity, counter-screen for Nrf2 inhibitors; 390,000 compounds, 0.16% hits; AID 504648; A549 ARE-Fluc cells, CellTiter-Fluor viability, 18-24 h; Potency, µM (top dose mostly 46 µM), without a hit: top-dose activity change, negative = cytotoxicity, usual class: inhibitors; also: potency is read from the fitted curve at half-maximal effect; % is scaled to controls: 0 for no effect and ±100 for the full control effect
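A549 ARE-Fluc cells in 5% FBS OPTI-MEM, 5000 cells/well, rested 2 h then exposed to compounds in concentration-response for 18-24 h at 37 °C. Viability by CellTiter-Fluor fluorescence (Ex 405/Em 525) after 30 min; luciferase luminescence (BugLite, 15 min, RT) read afterwards.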
The depositor's hits bear a star; i = inactive; ? = inconclusive; . = not tested or not shown; & = joins results of further samples; [ ] = dose if it differs, or a comment. Unless noted, calls follow the shape of the dose curve; as a rule, active = well fitted curve in the direction sought with a large enough effect; inconclusive = small, poorly fitted or top-dose-only effect, or another doubt; inactive = no such curve, though single readings can be large; an effect the other way counts as inactive or inconclusive.

SMILES	pAkt inh	Nrf2 inh	Nrf2 activator	Abeta rescue	TGFb inhibitor	MmCpn inh	HepG2 tox	CCT modulator	A549 viability
CC1CCCCC12NC(=S)N(c1ccccc1)N2 (stereo unspecified)	i	1%	0.0%	-11%	2%	0%	15%	-3.8	-10%
CCOc1ccccc1C(=O)N1CCc2cc(OC)c(OC)cc2C1COc1ccc(OC)cc1 (stereo unspecified)	.	.	4.1%	1%	11%	.	-4%	.	3%
CCOC(=O)c1c(NC(=O)c2cc(CC)on2)sc(C(C)=O)c1C	.	20%	0.4%	4%	8%	.	-6%	.	-1%
Cc1cccc(NS(=O)(=O)c2ccc([N+](=O)[O-])cc2)n1	i	-11%	-1.2%	13%	-2%	-2%	-1%	-1.2	9%
Cc1ccc(NC(=S)/N=C(\N)Nc2nc(C)c3ccccc3n2)cc1C	i	15%	4.3%	27%	?	?	4%	0.0	-6%
COc1ccc(NC(=O)CSc2nncc(=O)n2N)cc1OC	i	-9%	-0.4%	15%	2%	1%	-8%	-1.8	-2%
O=C(CN1CCN(c2ccccc2F)CC1)Nc1nnc(C(F)(F)F)s1	i	?	0.5%	0%	-11%	1%	0%	-7.1	2%
CCN(CC)S(=O)(=O)c1ccc(OC)c(NC(=O)c2cc([N+](=O)[O-])ccc2Cl)c1	i	12%	19%	-1%	19%	0%	-19%	-1.7	0%
COc1ccc(NC(=O)CN(C)S(=O)(=O)c2cnc[nH]2)cc1Cl	i	?	1.9%&4.4%	1%&-8%	?	-4%	-1%&-11%	-0.9	0%&-1%
COc1ccc2oc(C(=O)NCc3ccco3)c(C)c2c1	i	?	11%	4%	7%	1%	2%	-0.7	4%
Cc1ccc(S(=O)(=O)N2CCC(C(=O)Nc3nnc(C)s3)CC2)cc1	i	9%	-0.5%	1%	-16%	0%	-4%	0.3	3%
COc1ccc(CCn2c(O)c(C=Nc3cccc(F)c3)c(=O)[nH]c2=O)cc1OC	i	4%	2.4%	7%	-9%	0%	-14%	0.7	-3%
Cc1cccc(NC(=O)C2(C)CC3c4ccccc4C2c2ccccc23)c1 (stereo unspecified)	i	-29%	0.2%	9%	10%	0%	-22%	1.4	-5%
O=[N+]([O-])c1ccc(S(=O)(=O)N2CCN(c3ccc(N4CCOCC4)nn3)CC2)cc1	i	?	0.1%	3%	3%	0%	-7%	-0.8	11%
CCOC(=O)Cc1ccc2sc(-c3ccccc3)nc2c1	i	9%	11%[9.22 µM]	-39%[inhibitor]	?	-2%	-21%	-0.5	0%
CCOc1ccccc1-c1cc(C(=O)N/N=C/c2ccc(O)c(OC)c2)c2ccccc2n1	i	?	-0.7%	9%	-24%	-5%	-23%	-0.3	-18%
C=CCN1C(=O)N(c2ccc(Cl)cc2)C(=O)C1CC(=O)Nc1ccc(F)cc1 (stereo unspecified)	i	-1%	-1.0%	-12%	-44%	-3%	-6%	-3.2	3%
CC(=O)c1ccc(-n2nnnc2SCC(=O)N2CCc3ccccc3C2)cc1	i	-8%	3.1%	-5%	7%	2%	7%	-1.7	1%
COc1ccc(CCNC(=O)C(=O)NCC2CCCN2S(=O)(=O)c2ccccc2)cc1OC (stereo unspecified)	i	-10%	0.5%	11%	-3%	0%	-3%	-3.4	1%
O=C(COC(=O)CCCCCN=C1NS(=O)(=O)c2ccccc21)Nc1ccc(Cl)c(Cl)c1	i	-15%	3.5%	13%	1%	1%	13%	1.4	-10%
COc1ccc(-c2cc3c(=O)n(CC(=O)Nc4ccc(Br)c(C)c4)ccn3n2)cc1OC	.	.	0.7%	-3%	-11%	.	2%	.	0%
CCC(=O)N/N=C/c1ccc(-c2ccc([N+](=O)[O-])cc2)o1	i	-8%	0.6%	22%	1%	?	17%	0.3	?
O=C(c1cccnc1NCc1ccc(F)cc1)N1CCOCC1	i	.	-0.7%	-1%	-1%	-2%	5%	-0.9	0%
CC(C)C[C@@H](CNCC(=O)[C@H](Cc1ccccc1)NC(=O)c1[nH]cnc1C(=O)N[C@@H](C)CN)NC(=O)c1nc[nH]c1C(=O)N[C@@H](C)C(=O)O	i	15%	-0.9%	-6%	-2%	.	5%	-3.4	-3%
CCOc1ccc(S(=O)(=O)N2CCC(C(=O)NC3CC3)CC2)cc1C	i	-13%	-0.7%	6%	-15%	0%	6%	-1.6	-8%
O=S(=O)(c1ccccc1)N1CCN(C(=S)Nc2ccc(Br)cc2)CC1	i	-20%	-0.4%	5%	0%	1%	4%	-0.1	-1%
CN(C)c1ccc(/C=C2/SC(=O)N(CCN=C3NS(=O)(=O)c4ccccc43)C2=O)cc1	i	-8%	-0.1%	15%	-20%	0%	-44%	0.4	-7%
CN(CC(=O)Nc1ccccc1N1CCCC1)S(=O)(=O)c1ccc(F)cc1	i	-3%	-0.1%	11%	-27%	1%	-8%	0.1	3%
COc1cc([N+](=O)[O-])cc(/C=N/NC(=O)CSc2ccccn2)c1O	i	?	-0.5%	-42%[inhibitor]	?	2%	-25%	-1.4	-10%
CCOc1ccc(NC(=O)CN(C)C(=O)CCCOc2ccc(Cl)c(C)c2)cc1OCC	i	21µM*	2.9%	12%	5%	-2%	-19%	-0.8	?
CCn1c(COc2cc(C)ccc2C(C)C)nnc1SCC(=O)Nc1nccs1	i	12%	0.1%	-6%	-3%	0%	-19%	-0.5	1%
COc1ccccc1NC(=O)c1ccc(S(=O)(=O)N2CCOCC2)cc1	i	-13%	0.2%	8%	-13%	1%	-7%	0.4	-7%
Cc1c(C(=O)OCC(=O)N2CC(=O)Nc3ccccc32)oc2ccccc12	i	?	3.1%	-4%	-10%	2%	-22%	-1.1	-23%
OCCN1CCN(CC#CCC(c2ccccc2)c2ccccc2)CC1	i	-10%	-0.2%	-3%	-4%	0%	-37%	-0.2	1%
Cc1nn(CC(=O)Nc2ccc(OC(F)(F)F)cc2)c(=O)c2c(C)n(-c3ccc(Cl)cc3)nc12	.	.	1.0%	3%	-6%	.	-24%	.	-2%
COCC1CCCN(Cc2cn(Cc3ccccc3)nc2-c2cc3ccccc3o2)C1 (stereo unspecified)	i	-4%	2.5%	3%	13µM*	1%	-24%	-1.0	-10%

Full records, looked up by structure.
Cc1cccc(NC(=O)C2(C)CC3c4ccccc4C2c2ccccc23)c1 (stereo unspecified) in the list: pAkt inh: i; Nrf2 inh: -29%; Nrf2 activator: 0.2%; Abeta rescue: 9%; TGFb inhibitor: 10%; MmCpn inh: 0%; HepG2 tox: -22%; CCT modulator: 1.4; A549 viability: -5%
CC(C)C[C@@H](CNCC(=O)[C@H](Cc1ccccc1)NC(=O)c1[nH]cnc1C(=O)N[C@@H](C)CN)NC(=O)c1nc[nH]c1C(=O)N[C@@H](C)C(=O)O in the list: pAkt inh: i; Nrf2 inh: 15%; Nrf2 activator: -0.9%; Abeta rescue: -6%; TGFb inhibitor: -2%; MmCpn inh: .; HepG2 tox: 5%; CCT modulator: -3.4; A549 viability: -3%

(continued)
SMILES	pAkt inh	Nrf2 inh	Nrf2 activator	Abeta rescue	TGFb inhibitor	MmCpn inh	HepG2 tox	CCT modulator	A549 viability
CC(C)(C)c1ccc(C(=O)NC(=S)N2CCCCCC2)cc1	i	?	-0.8%	?	-2%	-10%	-2%	1.6	-4%
Cc1ccc(C(=O)Nc2cccc3ccccc23)o1	i	2%	?	-11%	7%	.	-27%	0.4	-9%
CCCOc1ccc(-c2c(C(=O)N/N=C/c3ccncc3)nnn2-c2nonc2N)cc1	i	-15%	-0.6%	4%	-4%	0%	-25%	2.2	-2%
O=S(=O)(c1cccc2nsnc12)N1CCN(C/C=C/c2ccccc2)CC1	i	-26%	0.3%	-1%	-20%	1%	-4%	-1.1	-1%
Cc1noc(C)c1-c1ccc(C(=O)NC2CCCCC2)c2occc12	i	.	17%	-31%	14%	.	-38%	-1.0	.
CC(C)n1c(SCC(=O)c2ccc3c(c2)OCCO3)nc2c1c(=O)n(C)c(=O)n2C	i	13%	-0.5%	-5%	6%	1%	-12%	-1.2	-4%
C(=N\Nc1nc2ccccc2[nH]1)/c1cccc2cccnc12	i	?	4.1%	-13%	?	-5%	-37%	2.5	?
O=C(O)c1cc(S(=O)(=O)NCc2ccco2)c(Cl)cc1Cl	i	-14%	-0.7%	-14%	14%	0%	-4%	-0.5	-1%
COC(=O)C1=C(C)N(Cc2ccccc2)C(=NCCc2ccccn2)N[C@H]1c1cccc(F)c1	i	-21%	-1.7%	-11%	-22%	-1%&0%	-22%	-1.2	?
CCc1ccc(-c2nc(CN3CCC(C(=O)NCCN(CC)c4ccccc4)CC3)c(C)o2)cc1	i	15%	0.5%	0%	1%	3%	-24%	-1.8	?
COc1ccc(C)cc1NC(=O)C1CCCN(S(=O)(=O)c2cnc[nH]2)C1 (stereo unspecified)	i	7%	0.1%	-2%	-2%	2%	1%	-4.4	-3%
Cc1ccc(-c2noc(CCCC(=O)NC3CCCC3)n2)cc1	i	?	-0.9%	-7%	-12%	0%	-4%	-0.1	-7%
COc1ccc(S(=O)(=O)NCCSC(C)(C)C)cc1	i	11%	-0.4%	-4%	-13%	-2%	-10%	1.5	0%
CCOC(=O)c1cnc2c(-c3ccccc3OC)c(C)nn2c1C	i	-29%	0.5%	-1%	3%	-1%	4%	1.2	-15%
C#Cc1ccc([C@@H]2C=C(C(=O)NCc3ccccc3)O[C@H](OCCCCO)C2)cc1	i	-1%	2.7%	-13%	0%	.	-34%	0.0	18%
C/C(=N\NC(=O)c1nn(C)cc1Br)c1cccc(NC(=O)C2CCCC2)c1	i	?	-0.1%	-2%	8%	0%	4%	-1.9	5%
